UPR CHOP act: activators of apoptotic arm of unfolded protein response (CHOP); CHO-CHOP luciferase reporter, UPR activation, luminescence; percent of tunicamycin response over DMSO baseline; activation, % at 10 µM; 330,000 tested, 0.34% active; AID 449763;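 active = at 10 µM dose, activation of 40% or more, normalized to positive control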;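 note: 100% = tunicamycin at 10 µg/mL and 0% = DMSO alone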
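System: CHO CHOP reporter cells. Amount: 500 cells per well. Buffer or medium: F12 medium, 10% FBS. Compound dosing: one dose, 10 µM in 0.5% DMSO. Incubation: 6 h compound exposure at 37 °C after overnight seeding. Technique: Steady-Glo luciferase luminescence. Benchmarks: tunicamycin and DMSO controls.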
tim10-1 inh: growth inhibitors of tim10-1 mutant yeast. inhibition, % at 20 µM. AID 463190. S. cerevisiae tim10-1 ts strain growth, BacTiter-Glo, 24 h. 330,000 tested, 2.2% active;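 active = inhibition of at least 40%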;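 note: mutant grown at 25 °C; 0% = DMSO wells with yeast and 100% = wells holding no yeast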
NR3A LBD binder: modulates the human NR3A ligand-binding domain; NR3A LBD differential scanning fluorimetry, Tm shift; 0% = protein alone, 100% = glycine-bound protein; Tm shift relative to glycine control, % at 25 µM; 340,000 tested, 2.5% active;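 active = melting temperature shift of at least 10% of the positive control shift, at one fixed dose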
NALP3 yeast inh: NALP3 inhibition in yeast. Yeast reconstituted NLRP3/ASC/caspase-1, beta-gal luminescence, 24 h. inhibition, % at 10 µM. 330,000 tested, 0.39% active;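 active = inhibition of 50% or more; inactive = inhibition below 50%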;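 note: plate controls were induced DMSO wells for no effect and uninduced yeast grown without galactose for full effect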
Mdm2 MdmX PPI: disrupts the human Mdm2-MdmX interaction | O15151+Q00987 | SaOS-2 split-luciferase Mdm2/MdmX complementation, luminescence | inhibition, % at 8 µM | 330,000 tested, 3% active;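 active = inhibition of at least 50% at 8 µM in the primary screen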
Target sequence (O15151 whole entry, looked up): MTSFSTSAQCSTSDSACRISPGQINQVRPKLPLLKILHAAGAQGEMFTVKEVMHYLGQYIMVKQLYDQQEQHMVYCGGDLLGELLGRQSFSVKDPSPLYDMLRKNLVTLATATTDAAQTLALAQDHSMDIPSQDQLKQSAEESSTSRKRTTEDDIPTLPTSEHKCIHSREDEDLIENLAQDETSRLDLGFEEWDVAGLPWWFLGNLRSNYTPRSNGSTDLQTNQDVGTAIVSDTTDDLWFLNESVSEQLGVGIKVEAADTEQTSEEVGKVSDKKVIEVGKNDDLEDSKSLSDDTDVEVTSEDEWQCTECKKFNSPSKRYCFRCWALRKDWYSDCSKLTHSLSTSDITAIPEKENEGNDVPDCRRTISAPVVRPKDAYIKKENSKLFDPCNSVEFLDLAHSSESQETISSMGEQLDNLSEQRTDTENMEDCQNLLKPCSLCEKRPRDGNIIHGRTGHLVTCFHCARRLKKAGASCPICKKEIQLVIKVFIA
Target sequence (Q00987 whole entry, looked up): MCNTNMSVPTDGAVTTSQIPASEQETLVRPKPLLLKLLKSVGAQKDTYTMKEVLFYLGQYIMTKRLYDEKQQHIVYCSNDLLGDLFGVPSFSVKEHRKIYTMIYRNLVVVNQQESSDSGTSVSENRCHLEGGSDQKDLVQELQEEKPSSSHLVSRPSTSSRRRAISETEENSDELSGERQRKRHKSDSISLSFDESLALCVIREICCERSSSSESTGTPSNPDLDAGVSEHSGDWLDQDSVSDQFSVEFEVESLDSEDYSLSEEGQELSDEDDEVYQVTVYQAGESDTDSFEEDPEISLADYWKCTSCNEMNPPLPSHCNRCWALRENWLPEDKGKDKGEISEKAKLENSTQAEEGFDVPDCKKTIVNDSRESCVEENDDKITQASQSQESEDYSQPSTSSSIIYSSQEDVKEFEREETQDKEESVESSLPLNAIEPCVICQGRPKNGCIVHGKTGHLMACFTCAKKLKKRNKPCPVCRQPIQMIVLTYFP
tim23-1 inh: inhibits growth of tim23-1 mutant yeast; S. cerevisiae tim23-1 growth, BacTiter-Glo luminescence, 24 h; inhibition, % at 20 µM; 330,000 tested, 1.3% active; AID 463212;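 active = growth inhibition of the mutant yeast at or above 50%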;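 note: temperature-sensitive mutant grown at 25 °C; plate controls were DMSO-treated mutant yeast for no effect and medium wells lacking yeast for full effect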
UPR XBP1 act: adaptive UPR (XBP1) activation; CHO-XBP1 luciferase reporter, IRE1-XBP1 UPR activation, luminescence; percent of tunicamycin response, DMSO as zero; activation, % at 20 µM; 330,000 tested, 0.33% active; AID 463104;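 active = versus positive control, 20 µM dose yields 30% or more activation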;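 note: 100% = tunicamycin at 10 µg/mL and 0% = DMSO only wells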
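Material: CHO-XBP1 cells stably carrying IRE1-XBP1-driven luciferase reporter | Medium: F12 with 10% serum | Compound dosing: 20 µM single concentration, DMSO 1% | Incubation: Overnight seeding at 37 °C, 6 h compound treatment at 37 °C | Detection: Steady-Glo luminescence read | Read-out basis: % activation of reporter signal versus tunicamycin and DMSO controls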
APJ agonist: agonists of human APJ apelin receptor | P35414 | CHO-K1 APJ PathHunter beta-arrestin, luminescence; 0% DMSO wells, 100% apelin | activation, % at 20 µM | 330,000 tested, 0.11% active | AID 2520;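 active = activation more than six SD over the plate average, tested at 20 µM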;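 note: 0% = DMSO alone and 100% = apelin-13 at 10 nM; some results filed as inactive read as strong as hits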
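Test system: CHO-K1 APJ beta-arrestin complementation cell line. Amount: cell density 1000 per well. Controls: DMSO negative, 10 nM Apelin-13 positive. Signal: luminescent beta-gal fragment complementation, chemiluminescent substrate. Read-out basis: agonist-driven arrestin binding to APJ. Timing: compound stimulation 90 min at 25 °C, detection 60 min.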
TIM10 inh: inhibits growth of TIM10 yeast strain; S. cerevisiae TIM10 strain growth, BacTiter-Glo luminescence, 24 h; inhibition, % at 10 µM; 330,000 tested, 1.4% active;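 active = inhibition of 40% or more at the single tested concentration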;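 note: wild-type TIM10 isogenic control strain grown at permissive 25 °C; 0% = DMSO yeast wells and 100% = minimal medium wells without yeast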
Numbers without * were called inactive.

Every second line gives: NR3A LBD binder	APJ agonist	UPR XBP1 act	UPR CHOP act	NALP3 yeast inh	TIM10 inh	Mdm2 MdmX PPI	tim10-1 inh	tim23-1 inh
#1 CNC(=O)OCc1cccc(COC(=O)NC)n1
    2	-2	5	-0.6	2	2	0	19	15
#2 NC(=O)C1CCN(C(=O)c2ccc(CS(=O)(=O)c3c(Cl)cccc3Cl)o2)CC1
    0	5	-1	0.4	3	9	7	-19	-6
#3 O=C(O)c1ccc(NC(=O)c2cccc(NC(=O)c3cccs3)c2)cc1
    -10	-2	1	1.1	14	13	3	4	1
#4 Cc1c(C2N3CC4(C)CN2CC(C)(C3)C4=O)c2ccccc2n1C (stereo unspecified)
    2	-2	0	-0.9	0	-6	15	-3	9
#5 COc1cc(C(=O)Nc2cc(C(F)(F)F)ccc2N2CCOCC2)ccc1OCC(=O)N1CCOCC1
    0	-4	5	-1.0	11	10	16	-6	3
#6 COc1ccc(C)cc1NCC(=O)Nc1ccc(C(C)(C)C)cc1
    -4	-4	4	0.6	14	27	-1	31	32
#7 CCOC(=O)/C=c1\s/c(=C\c2ccc3c(c2)OCCO3)c(=O)n1CC(=O)NCC1CCCO1 (stereo unspecified)
    2	-4	1	0.3	-4	14	17	27	12
#8 COc1ccc(-c2nc(CN3CCC(c4ccccc4)CC3)c(C)o2)cc1OC
    -1	-2	3	3.3	17	-7	25	-10	10
#9 Cc1cc2c(cc1S(=O)(=O)CCC(=O)N(C)Cc1ccccc1)OCC(=O)N2
    -1	-1	4	-0.1	13	-2	-14	5	2
#10 Fc1ccc(/C=N/Nc2nnnn2-c2ccccc2)cc1
    -2	-3	-1	-0.6	16	0	-2	-3	8
#11 COc1ccc(-c2cc(C(=O)OCC(=O)NC3CC3)c3ccccc3n2)cc1OC
    5	1	2	2.0	-1	5	9	11	17
#12 COc1ccc2ccc(OCC(=O)N3c4ccccc4NC(=O)CC3C)cc2c1 (stereo unspecified)
    0	-3	0	-0.9	5	2	18	9	-6
#13 CCCCOC(=O)n1c(=S)oc2cc(Cl)ccc21
    3	-17	0	3.6	17	74*	-27	-54	-155
#14 CC(=O)c1cccc(N(CC(=O)NC2CCCCC2)C(=O)CCC(=O)Nc2nc(C)cs2)c1
    -3	1	-1	2.1	7	4	-28	-14	3
#15 CCN(C(=O)c1ccnc(C(C)(C)C)c1)c1ccccc1
    -2	5	-2	-0.3	18	1	-1	18	30
#16 Cc1cc(-c2ccc3c(c2)COc2c4ccccc4nn2-3)on1
    -5	4	-2	1.5	42	13	-93	-9	15
#17 CC(=O)c1c(Cl)nc2ccc(Br)cc2c1-c1ccccc1
    -1	-5	2	3.2	-22	-59	30	-25	8
#18 S=C(S)N1CCCC1
    2	-4	-9	0.1	10	-5	12	8	11
#19 CCNC(=O)Nc1ccccc1C(=O)OC
    0	-3	2	-0.3	6	-1	21	-7	-3
#20 Cc1cc(C)nc(-n2nc(C)cc2NC(=O)CNCc2ccccc2)n1
    -2	-2	0	0.2	2	2	1	26	4
#21 CCOC(=O)c1c(NC(=O)c2ccccc2Cl)sc2c1CCc1ccccc1-2
    1	-4	0	0.7	-7	5	17	18	8
#22 COc1ccc(Nc2nc(-c3ccccc3)c(C(=O)Nc3cccnc3)s2)cc1
    19*	-2	7	-1.0	8	6	19	4	-9
#23 COc1ccc(Cl)cc1NC(=O)CN(C)C(=O)CCC(=O)c1cc(C)sc1C
    2	-5	0	0.4	6	6	20	6	20
#24 Cc1ccc2nc(Cl)c(C3CC(c4cccs4)=NN3C(=O)CCC(=O)O)cc2c1 (stereo unspecified)
    0	-4	3	-0.7	-5	3	-13	13	8
#25 O=C(CSc1nncs1)Nc1nnc(-c2ccccc2)o1
    2	0	0	2.1	11	5	22	-18	-5
#26 CCOc1cc2[nH]c(=O)n(CCCN3CCN(c4ccc(OC)cc4)CC3)c(=O)c2cc1OCC
    0	-1	1	1.3	13	-7	10	5	5
#27 CCc1nnc(NC(=O)Nc2ccc(OC)cc2)s1
    -3	-5	2	2.9	7	-8	16	0	-3
#28 O=C(NCc1ccc2c(c1)OCO2)c1ccc(=O)[nH]c1
    0	-4	-4	-0.7	5	-4	19	12	14
#29 COc1ccccc1N1C(=O)C2CC=CC(C)C2C1=O (stereo unspecified)
    -2	-4	-1	-0.1	6	-3	19	-4	1
#30 CCCN(CC(=O)Nc1ccccc1C)C(=O)c1ccc2c(c1)S(=O)(=O)N=C1CCCCCN12
    -3	-3	-2	-0.7	5	0	2	0	6
#31 O=C(Nc1cccc2nsnc12)c1ccc(-c2ccc(Br)cc2)o1
    -14	-2	3	1.1	6	13	-17	19	6
#32 Cc1ccc(-n2c3c(c(O)c(-c4ccccc4)c2=O)C(=O)CC(C)(C)C3)cc1
    8	-3	2	6.5	-14	17	-2	23	20
#33 CN(CC(=O)Nc1ccc(S(N)(=O)=O)cc1)c1ccccc1
    0	11	-1	-0.9	13	-11	-4	3	5
#34 Cc1cccc(-n2ncc3c2CCCC3NC(=O)Cc2c(C)noc2C)c1C (stereo unspecified)
    -2	2	-6	4.6	4	-7	30	5	11
#35 NC(=O)COC(=O)c1cccc(S(=O)(=O)N2CCN(c3ccc(F)cc3)CC2)c1
    -1	-3	-2	-3.0	1	8	8	6	-2
#36 CC(=O)c1ccc(NC(=S)Nc2cccc3ccccc23)cc1
    -2	27	-6	4.6	17	29	16	41*	23
#37 COc1ccc(N(C(=O)CNC(=O)c2ccco2)C(C(=O)NC2CCCC2)c2ccncc2)cc1 (stereo unspecified)
    1	0	0	-2.1	8	-9	3	-12	12
#38 CC(NC(=O)COC(=O)c1cc(NS(=O)(=O)c2ccc(Cl)c([N+](=O)[O-])c2)ccc1O)C1CC2CCC1C2 (stereo unspecified)
    13*	-2	4	10	25	4	14	-3	9
#39 O=C(CN1C(=O)NC2(CCc3ccccc32)C1=O)c1ccc(F)c(F)c1 (stereo unspecified)
    0	-4	0	-1.0	0	0	0	5	6
#40 CN(CCO)CCOCCOc1cccc2ccccc12
    2	-2	-1	5.3	6	-20	18	-15	-9

Full records, quoted from the list:
`Cc1ccc2nc(Cl)c(C3CC(c4cccs4)=NN3C(=O)CCC(=O)O)cc2c1` (stereo unspecified) in the list: NR3A LBD binder: 0; APJ agonist: -4; UPR XBP1 act: 3; UPR CHOP act: -0.7; NALP3 yeast inh: -5; TIM10 inh: 3; Mdm2 MdmX PPI: -13; tim10-1 inh: 13; tim23-1 inh: 8
`COc1ccc(Nc2nc(-c3ccccc3)c(C(=O)Nc3cccnc3)s2)cc1` in the list: NR3A LBD binder: 19*; APJ agonist: -2; UPR XBP1 act: 7; UPR CHOP act: -1.0; NALP3 yeast inh: 8; TIM10 inh: 6; Mdm2 MdmX PPI: 19; tim10-1 inh: 4; tim23-1 inh: -9

Next section
Every second line gives: NR3A LBD binder	APJ agonist	UPR XBP1 act	UPR CHOP act	NALP3 yeast inh	TIM10 inh	Mdm2 MdmX PPI	tim10-1 inh	tim23-1 inh
#41 NC(=O)c1ccccc1NC(=O)CCCc1ccccc1
    1	-2	2	1.9	21	4	7	-81	5
#42 CCCc1nc2ccccc2n1C(=S)SC
    -1	-4	-4	0.0	23	-5	22	-10	-25
#43 COC(=O)C(NC(=O)C(C)NC(=O)OCc1ccccc1)C(C)C (stereo unspecified)
    1	3	2	0.4	16	6	-9	-10	4
#44 COc1ccc(S(=O)(=O)N2CC=C(C(=O)Nc3ccc(NC(C)=O)cc3)CC2)cc1
    0	-1	4	-1.4	3	-5	10	1	-11
#45 C/C(=N\OCC(=O)Nc1ccccc1C(=O)O)c1cccs1
    1	-1	0	1.2	6	-10	1	-10	12
#46 C/C(=N\NC(=O)C(N)=O)c1cccc(C(F)(F)F)c1
    -4	-1	2	1.7	-9	-5	9	22	14
#47 O=C(c1cccs1)N1CCN(Cc2cccnc2)CC1
    -2	-2	1	-3.5	3	-18	6	26	0
#48 CCc1ccc(S(=O)(=O)N/N=C\c2ccc3c(c2)OCO3)cc1
    -27	-2	-2	1.0	-11	15	-9	31	42
#49 COC(=O)c1oc2ccccc2c1-n1cccc1
    -4	-3	-3	-0.8	13	5	-17	17	15
#50 COc1cc(C2C(C#N)=C(C)NC3=C2C(=O)CC(C)(C)C3)ccc1OCCO (stereo unspecified)
    2	2	-4	-1.5	-1	-5	3	9	10
#51 CCOc1ncccc1C(=O)OCC(=O)Nc1c(C)cccc1C
    0	-4	-2	-0.2	-4	-1	12	12	-4
#52 CCOc1c(C)cnc2c1c(=O)n(Cc1cccc(Cl)c1)c(=O)n2C
    0	-2	-3	-0.4	18	12	2	23	25
#53 O=c1o[nH]c(-c2ccccc2)c1N=Nc1c(F)cccc1Cl
    1	-5	5	-1.3	24	16	17	34	32
#54 C=CCN(Cc1ccco1)S(=O)(=O)c1ccc(Cl)cc1
    0	3	-4	2.1	12	9	21	-1	6
#55 Cc1nn(-c2ccccc2)c(C)c1C(=O)OCC(=O)N(C)C1CCS(=O)(=O)C1 (stereo unspecified)
    4	-2	4	3.9	7	-9	5	-8	13
#56 COc1cccc2c(N/N=C/c3ccccc3)cc(C)nc12
    2	0	-4	0.9	12	10	17	12	30
#57 O=C1CCc2cc(S(=O)(=O)NC3CCCCC3)ccc2N1
    2	-3	1	-0.2	2	7	-26	5	2
#58 CCN(CC(=O)Nc1ccc(NC(C)=O)cc1)C(=O)c1ccccc1Sc1ccccc1C#N
    -1	-3	-2	12	8	-11	-6	-13	-41
#59 Cc1cc(C)cc(N(CC(=O)N2CCc3ccccc32)S(=O)(=O)c2c(C)noc2C)c1
    -1	-3	-5	2.7	5	8	22	8	8
#60 O=C(/C=C/c1ccc([N+](=O)[O-])s1)N1CCCC1
    -1	3	-4	0.1	17	10	16	16	40

High-throughput results deposited in PubChem BioAssay by Sanford-Burnham Center for Chemical Genomics.
